# PPC-1+TRAIL kill = compounds killing PPC-1 cancer cells with TRAIL present, primary screen, TRAIL potentiator project, ATPLite luminescence, uHTS | PPC-1 cells + TRAIL, ATPLite viability luminescence | cell killing (% activity), % at 4 µM | 220,000 tested, 0.41% active;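 active = cell killing above 50% in the first pass at 4 µM, then a duplicate retest at 5 µM averaging 50% or more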;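 note: plate controls were cells with TRAIL plus DMSO for no effect and medium-only wells lacking cells for full effect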
# TRPN1 ag = zebrafish TRPN1 channel agonists, primary screen, cell-based, HEK293, calcium fluorescence; HEK293 zebrafish TRPN1-YFP, Fluo-8 calcium fluorescence; 100% = response to 87 µM carbachol; AID 1424, 2008; activation, % at 3 µM; transient receptor potential cation channel N1 (TRPN1/NompC), Danio rerio; 220,000 tested, 0.18% active;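 active = activation above its plate's cutoff, the mean activation of test wells on that plate plus 3 SD, cut at about 19% in these data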;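 note: 0% = DMSO alone and 100% = 87 µM carbachol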
#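 Material – zebrafish TRPN1-YFP in HEK293 cells · Doses – 3 µM single point · Schedule – dye 1 h 37 °C plus 30 min RT · Signal – Fluo-8 calcium fluorescence, excitation 470-495 nm, emission 515-575 nm · Read-out – % activation versus carbachol response · Control set – carbachol high, DMSO low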
# TRPML3 ag = human TRPML3 channel agonists, primary screen, cell-based, HEK293 TRPML3-YFP, Fluo-8 calcium fluorescence, 3 µM. Mucolipin-3 (Homo sapiens), Q8TDD5. 100% = the carbachol control signal. activation, % at 3 µM. 220,000 tested, 0.29% active. AID 1448, 2008;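 active = activation above its plate's cutoff, the mean activation of the plate's test wells plus 3 SD, cut at about 12% in these data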;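 note: 0% = DMSO only wells and 100% = carbachol wells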
#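 Material: TRPML3-YFP stable HEK293 cells | Dosing: One concentration, 3 µM nominal, 0.3% DMSO | Timing: 125 s total fluorescence read per well | Technique: Fluo-8 calcium dye fluorescence, ex 470-495, em 515-575 nm | Measure: Percent activation from peak-to-basal fluorescence ratio, scaled between DMSO and carbachol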
# Thrombin inh = human alpha-thrombin inhibitors, primary screen, counter-screen for coagulation protease inhibitor project, biochemical, 1536-well, fluorogenic AMC substrate; Boc-VPR-AMC fluorogenic substrate cleavage; inhibition, % at 5 µM; 220,000 tested, 0.26% active; AID 1046, 2008;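 active = inhibition at or above 40%; inactive = inhibition below 40%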;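 note: 0% = enzyme with no compound and 100% = wells without enzyme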
#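 System: human alpha-thrombin protein; Compound dosing: one concentration per compound, 5 µM, with 0.2% DMSO; Timing: reaction at room temperature; Technique: AMC fluorescence, 355/460 nm; Controls: enzyme without compound as high, wells lacking enzyme as low.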
# Furin inh = human furin inhibitors, primary screen, biochemical, fluorescence intensity; inhibition, % at 30 µM; 220,000 tested, 0.061% active; AID 463115, 2010; purified furin, fluorogenic substrate cleavage; in the data active = inhibition above about 25%; note: inactives centre near -15
# Target sequence (P09958 108-714 limits assumed): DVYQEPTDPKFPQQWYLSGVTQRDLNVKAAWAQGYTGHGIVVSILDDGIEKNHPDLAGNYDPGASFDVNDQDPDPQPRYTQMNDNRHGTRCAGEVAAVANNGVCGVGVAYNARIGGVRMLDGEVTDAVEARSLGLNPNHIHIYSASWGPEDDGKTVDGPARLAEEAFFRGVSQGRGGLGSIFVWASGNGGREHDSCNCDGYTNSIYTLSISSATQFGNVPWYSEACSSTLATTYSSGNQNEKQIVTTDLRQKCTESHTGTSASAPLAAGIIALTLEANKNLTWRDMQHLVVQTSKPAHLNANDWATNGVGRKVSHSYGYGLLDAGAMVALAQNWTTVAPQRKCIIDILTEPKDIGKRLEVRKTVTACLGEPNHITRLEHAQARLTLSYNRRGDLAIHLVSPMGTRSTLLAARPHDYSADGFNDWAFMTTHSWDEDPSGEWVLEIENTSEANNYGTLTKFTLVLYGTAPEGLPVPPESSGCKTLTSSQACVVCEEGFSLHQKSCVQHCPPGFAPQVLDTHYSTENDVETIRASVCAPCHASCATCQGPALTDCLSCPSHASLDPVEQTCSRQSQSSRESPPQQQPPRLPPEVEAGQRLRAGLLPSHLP
# Cl transport mod = KCC2 cotransporter modulators, thallium flux, primary screen, cell-based, HEK293 KCC2, FluoZin-2 fluorescence, MLSMR; Solute carrier family 12 member 5 (Homo sapiens), Q9H2X9; KCC2 cells, thallium flux FluoZin-2 fluorescence; B-score of Tl+ flux slope (higher = more flux/activation; lower = inhibition) at 10 µM; 190,000 tested, 2.2% active; AID 1456, 2008;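 active = thallium flux slope and its plate-corrected score both differing from the plate sample mean at a set confidence after two filtering rounds, in either direction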;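 note: slope of fluorescence scaled to starting intensity during 10 to 20 s after thallium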
# m-calpain inh = inhibitors of pig calpain II, primary screen, biochemical, fluorogenic peptide substrate, 1536-well; purified calpain II, 30 min; 220,000 tested, 0.37% active; inhibition, % at 16 µM; AID 1236, 2008;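 active = inhibition above about 50%, limit read from the data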
# EBV gp42 block = Epstein-Barr virus gp42 inhibitors, primary screen, biochemical, uHTS, fluorescence polarization; Fluorescence polarization binding assay, mP read-out; inhibition, % (tested at 21.74 µM); 220,000 tested, 0.42% active; AID 1085, 2008; in the data active = inhibition above about 50%
# Target sequence (Q1HVG2 whole entry, looked up): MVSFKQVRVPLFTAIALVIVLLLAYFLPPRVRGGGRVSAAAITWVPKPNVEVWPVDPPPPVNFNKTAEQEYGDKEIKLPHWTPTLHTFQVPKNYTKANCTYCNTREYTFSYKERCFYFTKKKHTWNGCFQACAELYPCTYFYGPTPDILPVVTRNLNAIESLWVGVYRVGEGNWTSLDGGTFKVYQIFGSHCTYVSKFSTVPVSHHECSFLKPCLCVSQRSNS
# Tb hexokinase = Trypanosoma brucei hexokinase 1 inhibitors, primary screen, biochemical, G6PDH-coupled NADH absorbance, MLSCN library; hexokinase 1 [Trypanosoma brucei]; recombinant TbHK1, G6PDH-coupled NADH A340; inhibition, % at 10 µM; 220,000 tested, 0.11% active; AID 1430, 2008;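 active = inhibition of 50% or more in the single-dose primary screen; inactive = inhibition below 50%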
# The depositor's hits bear a star; i = inactive; x = not tested or not shown; [ ] = remark or other dose. An unsorted share of the library; 3.6% or so of the library scored in one or more.
smiles,PPC-1+TRAIL kill,TRPML3 ag,Thrombin inh,Furin inh,m-calpain inh,Cl transport mod,EBV gp42 block,Tb hexokinase,TRPN1 ag
O=C(CCNC(=O)c1ccc([N+](=O)[O-])cc1)Nc1cccc(S(=O)(=O)N2CCCCC2)c1,4,0.5,-2,-21,26,-1.9,-7,-8,3.8
CCCN(CCO)Cc1ccc2ccccc2c1,10,0.1,-1,-6[20 µM],2,0.67,-9,27,-0.3
O=C(CN1CCN(Cc2ccccc2)CC1)N/N=C/C=C/c1ccco1,26,0.6,-9,-4,4,-0.8,-13,-71,0.3
CCOC(=O)CCc1c(C)c(C#N)c2[nH]c3ccccc3n2c1=O,11,2.4,-3,-33[20 µM],i,-1,-8,-4,1.2
Cc1ccc(Nc2cccccc2=O)cc1,-1,-0.7,-3,5,0,0.46,-6,-19,-2.3
COc1ccc(NC(=S)N2CCN(C/C=C/c3ccccc3)CC2)cc1,-5,0.7,-11,-16,14,0.6,3,-8,1.6
O=c1oc(-c2cccs2)nc2ccc(Br)cc12,5,0.6,2,-18[20 µM],-36,0.63,2,-9,0.4
CCOC(=O)c1c(C(C)(C)C)oc2ccc(O)cc12,21,-0.1,-3,-6[20 µM],34,-6.2*,7,8,0.6
COc1ccc(S(=O)(=O)Nc2ccc(S(=O)(=O)N3CCCCC3)cc2)cc1,5,0.4,-5,-16,-10,-0.32,-20,-4,-0.1
COc1ccc(CC(NC(C)=O)C(=O)NC2CCN(c3c4c(nc5ncnn35)CCC4)CC2)cc1OC (stereo not drawn),-6,0.5,1,-17,-19,0.026,-11,-8,1.2
CCCn1cc(NC(=O)c2cc(-c3ccccc3)on2)cn1,15,0.5,2,-22[20 µM],7,x,-30,-2,-0.7
COc1cccc2c(=O)c3c(cnn3C)n(C)c12,20,-0.3,-11,-21[20 µM],i,0.028,-17,-3,0.5
O=C(NC1CCS(=O)(=O)C1)c1ccc(S(=O)(=O)N2CCCCC2)cc1 (stereo not drawn),3,0.6,-2,-31,-12,-2,-20,4,2.3
Cc1cc(CNC(=O)CC2C(=O)NCCN2Cc2ccccc2C(F)(F)F)nn1C (stereo not drawn),x,0.7,-5,-33,-55,0.78,4,0,0.7
COc1ccc(-n2c(COc3cccc4ccccc34)nnc2SCC(=O)NCc2ccco2)cc1,-5,0.3,-14,3[20 µM],6,-1.3,2,-5,-1.2
COc1ccc2c(c1)C(=O)N(c1ccc(C)cc1)C(=O)C2,18,0.7,-5,-14[20 µM],-41,1.6,8,18,-0.7
Cc1c(NS(=O)(=O)c2ccc(Br)s2)c(=O)n(-c2ccccc2)n1C,19,0.1,-1,-12[20 µM],-8,0.51,-10,-1,-0.5
Cc1cc(=O)[nH]c(SCC(=O)NCCc2ccccc2)n1,10,0.7,0,-11[20 µM],-14,-0.24,-21,-8,0.7
CCC(C)/C(C)=N/NC(=O)CSc1nc2ccccc2[nH]1 (stereo not drawn),19,0.7,-2,-17,8,-0.063,-13,3,-0.4
CC(C)CNC(=O)CN(c1cccc(Cl)c1)S(C)(=O)=O,2,0.6,0,-26,-16,1,4,3,-1.6
CC(=O)c1cccc(NC(=O)CCCOc2ccc(C)cc2)c1,19,0.5,-5,-16,10,-0.96,-22,3,0.7
COc1ccc(-c2csc(NC(=O)C3CC(=O)N(c4ccc5c(c4)OCCO5)C3)n2)cc1 (stereo not drawn),4,0.5,-6,-19,-95,-1.3,-40,4,2.5
CC(C)CC(=O)N/C(N)=N/c1nc2ccccc2o1,24,1.6,-4,-7,-4,-0.17,-10,5,0.6
O=C1C2CCCN2C(c2cccs2)N1c1ccc(Cl)cc1 (stereo not drawn),2,-0.1,-5,0,-33,-0.36,0,-6,0.1
c1cnc2ccc(C(c3nnnn3C3CCCCC3)N3CCN(C4CCCCC4)CC3)cc2c1 (stereo not drawn),x,1.1,x,-19[20 µM],x,-0.67,x,2,0.3
Cc1ccc(/C=C2/SC(=O)NC2=S)o1,25,1.2,-4,-15,-5,94*,41,-2,3.1
COC(=O)c1oc2ccc(Br)cc2c1NC(=O)CCN1CCOCC1,-4,0.0,1,-24,-3,-1.8,-6,-1,-1.0
Cc1ccccc1-c1noc(-c2ccccc2C(=O)NCC2CCCO2)n1 (stereo not drawn),8,0.2,-3,-22,27,-0.79,8,-2,-1.9
CCOC(=O)N1CCN(c2c(NCCCN(CC)CC)c(=O)c2=O)CC1,20,0.4,-3,-19[20 µM],-5,1.5,-11,-1,-0.9
Cc1ccc(-n2cc(C(=O)c3cc(Cl)ccc3O)cc(C#N)c2=O)cc1,11,2.9,-7,-1,-19,0.23,-13,-11,4.3
COc1ccc2c(c1)C(=O)[C@@H](OC(=O)NCc1ccc3c(c1)OCO3)[C@H](c1ccc(OC)c(Br)c1)O2,26,-0.2,-1,-4,-79,2.8,8,-3,0.7
CC(C)(C)NC(=O)C[n+]1ccc(C(N)=O)cc1,0,0.7,19,-21,-3,-0.095,-5,0,0.6
COCCn1c(SCC(=O)N2CCN(c3ccccc3)CC2)nc2c(c1=O)SC(C)C2 (stereo not drawn),11,x,-5,-18,-13,-1.1,-11,-28,x
COc1ccc(OCc2nc3ccccc3[nH]2)cc1,44,0.0,1,-19[20 µM],-1,x,-15,-6,-1.3
CCOC(=O)Cc1cc(=O)n2[nH]c(C)c(-c3ccccc3)c2n1,24,-0.3,-4,-15,-54,-0.44,-12,-13,0.5
Cc1ccc(CN2C(=O)CCC2(C)C(=O)NCc2cccnc2)cc1 (stereo not drawn),35,0.4,-6,-11[20 µM],-16,-0.52,-7,-12,-0.1
COCCOc1ccc(C(F)(F)F)cc1NC(=O)c1ccccc1,24,0.6,3,-19,-11,0.51,-16,-5,-0.3
O=C1OCCC1Sc1nc2ccccc2s1 (stereo not drawn),-1,0.1,-1,-12[20 µM],12,0.092,-19,-1,-1.4
CN(C)c1oc(-c2ccccc2)nc1C#N,-8,1.5,-8,-103,i,0.84,-21,4,0.5
O=[N+]([O-])C1=C(Nc2cccc3ccccc23)CS(=O)(=O)C1,6,0.0,-1,-16[20 µM],-29,-0.95,-8,-22,-0.2
O=c1cc2c(nn1Cc1ccc(Cl)cc1)-c1ccccc1CC2,7,0.4,-2,-17[20 µM],12,-3.7,13,3,-0.5
COc1ccc(CC(=O)c2cc(OC)c(OC)cc2CC(=O)O)cc1OC,22,0.5,0,-4,11,0.26,-20,-3,0.8
Oc1ccc(CN2CCN(c3ccccc3)CC2)c2cccnc12,45,0.9,2,-9[20 µM],-3,1.2,-2,6,-0.4
Cn1c(Oc2ccc(F)cc2)c(C=O)c2ccccc21,5,-0.9,-9,-13,-10,-1,5,-6,-3.6
Cc1cccc(NC(=S)N(CCc2nc3cc(C)c(C)cc3[nH]2)Cc2cccnc2)c1,-10,0.4,-4,-19[20 µM],-21,x,-13,2,-0.5
CC(=O)NC(=O)Nc1sc(=S)n(C)c1C,3,0.4,0,-12,-38,x,-9,-22,1.6
CC1CCCCN1C(=O)CN1C(=O)CN(C)C(=O)c2ccccc21 (stereo not drawn),9,1.0,-1,-14,11,-0.29,3,3,1.8
COc1cc(OC)c2nc(C)c3c(c2c1)N(c1ccc(O)cc1)CC3,8,0.0,2,-19[20 µM],-8,x,-5,-6,0.1

# Sorted by count of non-hydrogen atoms (smallest number first): part of the list above
smiles,PPC-1+TRAIL kill,TRPML3 ag,Thrombin inh,Furin inh,m-calpain inh,Cl transport mod,EBV gp42 block,Tb hexokinase,TRPN1 ag
CC(=O)NC(=O)Nc1sc(=S)n(C)c1C,3,0.4,0,-12,-38,x,-9,-22,1.6
CN(C)c1oc(-c2ccccc2)nc1C#N,-8,1.5,-8,-103,i,0.84,-21,4,0.5
Cn1c(Oc2ccc(F)cc2)c(C=O)c2ccccc21,5,-0.9,-9,-13,-10,-1,5,-6,-3.6
O=[N+]([O-])C1=C(Nc2cccc3ccccc23)CS(=O)(=O)C1,6,0.0,-1,-16[20 µM],-29,-0.95,-8,-22,-0.2
CCOC(=O)Cc1cc(=O)n2[nH]c(C)c(-c3ccccc3)c2n1,24,-0.3,-4,-15,-54,-0.44,-12,-13,0.5
CC1CCCCN1C(=O)CN1C(=O)CN(C)C(=O)c2ccccc21 (stereo not drawn),9,1.0,-1,-14,11,-0.29,3,3,1.8
Cc1ccc(CN2C(=O)CCC2(C)C(=O)NCc2cccnc2)cc1 (stereo not drawn),35,0.4,-6,-11[20 µM],-16,-0.52,-7,-12,-0.1
COc1ccc(CC(=O)c2cc(OC)c(OC)cc2CC(=O)O)cc1OC,22,0.5,0,-4,11,0.26,-20,-3,0.8
Cc1cccc(NC(=S)N(CCc2nc3cc(C)c(C)cc3[nH]2)Cc2cccnc2)c1,-10,0.4,-4,-19[20 µM],-21,x,-13,2,-0.5

# (further entries)
smiles,PPC-1+TRAIL kill,TRPML3 ag,Thrombin inh,Furin inh,m-calpain inh,Cl transport mod,EBV gp42 block,Tb hexokinase,TRPN1 ag
O=C(O)CCCn1cc(NC(=O)c2cccc(F)c2)cn1,14,-0.2,-3,-17,-3,-1.1,-15,-3,-1.4
Cc1ccccc1-c1nc(CN2CCC(C(=O)NC3CCN(Cc4ccccc4)CC3)CC2)c(C)o1,x,1.7,x,-10,x,-0.034,x,6,2.0
CCOC(=O)N1CCC(NC(=O)c2cc(C(=O)NCC(OC)OC)ccc2CO)CC1,12,1.0,3,-19[20 µM],16,x,-13,-3,0.9
Cc1cc2ccccc2n1CCNC(=O)C1CCCCC1,14,0.6,-2,-23,7,x,0,-7,0.4
CC(C)c1nc(C(=O)N2CCc3c([nH]c4ccccc34)C2c2ccccn2)cs1 (stereo not drawn),-2,-0.1,3,-12,26,-0.46,8,5,-0.1
CCCCNC(=O)c1cc2n(n1)C(C(F)(F)F)CC(c1ccccc1)N2 (stereo not drawn),6,1.8,-3,-25,28,0.23,-5,0,4.0

# Compound activity deposited in PubChem by several laboratories.
